Nrf2 block = Nrf2 qHTS screen for inhibitors | A549 ARE-Fluc reporter, luciferase luminescence, 18-24 h | Potency, µM (series often up to 46 µM), without a hit: at the highest dose activity change, negative = inhibition, actives largely listed as inhibitors | 360,000 tested, 2.1% active; also: potency is read from the fitted curve at half-maximal effect; % is scaled to controls: 0 for no effect and ±100 for the full control effect; nearly all actives have a fitted effect of over 60% in size
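Nrf2 function is reported as luminescence of an ARE-controlled luciferase in A549 cells. Compounds were tested at several concentrations, and a CellTiter-Fluor read on the same wells flagged cytotoxicity.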
HepG2 viability = qHTS for Inhibitors of TGF-b: Cytotox Counterscreen. HepG2 CAGA-GFP viability, ATP luminescence, 18 h. Potency, µM (series often up to 46.1 µM), for the others: at the top dose activity change, negative = cytotoxicity, hits mostly cytotoxic. 410,000 tested, 0.76% active; also: potency is read from the fitted curve at half-maximal effect; some results filed as inactive show a strong effect at the top dose
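CellTiter-Glo luminescence gave cytotoxicity after 18 hours at 37 degrees C. The cells were HepG2 CAGA-GFP in 1% FBS DMEM, stimulated with 500 pg/mL TGF-beta after compound addition. %Activity was normalised to no-cell wells (complete cell-killing) and DMSO (no toxicity), and curves were fitted and classified.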
Abeta yeast res = qHTS for compounds that reverse cellular toxicity of Amyloid beta (A-beta) peptide in yeast: Primary Screen; 410,000 tested, 0.063% active; yeast expressing A-beta42, growth rescue, OD600, 48 h; response scale: 0% DMSO, 100% iron-clioquinol control; AID 1347071, 2019; Potency, µM (titrated, usually from 46.1 µM), for inactives: top-dose growth rescue, most hits filed as activators; also: potency is read from the fitted curve at half-maximal effect; nearly all actives have a fitted effect of over 55% in size
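Yeast A-beta toxicity model in growth medium with pinned compounds, 48 h at 30 C; growth read as absorbance at 600 nm. Normalized to FeCl3/clioquinol equimolar mix (positive) and DMSO (negative).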
CCT modulator = High-Throughput Screening for Modulators of Cytosolic Chaperonin Activity; 360,000 tested, 0.3% active; purified chaperonin ATPase assay, HTRF ADP detection, 30 min; activity change, % (test concentration not listed), hits read low; in the data active = activity change below about -30%; also: % is scaled to controls: 0 for no effect and ±100 for the full control effect
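TRiC at 40 or 20 nM final (batch-dependent) in 30 mM Tris pH 7.4, 100 mM KCl, 5 mM MgCl2, 1 mM DTT, with compound at single 76 uM and 10 uM ATP, 30 min at 37 deg C. ADP detected by HTRF Transcreener, 665/615 ratio.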
TGFb inhibitor = qHTS for Inhibitors of TGF-b. HepG2 CAGA-GFP TGF-b/SMAD3 reporter, GFP fluorescence, 18 h; TGF-beta stimulated, 500 pg/mL final. AID 588855, 2011. 410,000 tested, 1.2% active. Potency, µM (series often up to 46.1 µM), inactives show at the top dose activity, negative = inhibition, actives largely listed as inhibitors; also: potency is read from the fitted curve at half-maximal effect; % is scaled to controls: 0 for no effect and ±100 for the full control effect; nearly all actives have a fitted effect of over 65% in size
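GFP signal (ex488/em500-530) from TGF-beta-stimulated HEPG2 CAGA-GFP cells, 500 pg/mL final, 18 h at 37 degrees C in DMEM plus 1% FBS, normalized to unstimulated and DMSO-stimulated controls.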
A549 tox = Nrf2 qHTS screen for inhibitors: counterscreen for cytotoxicity | A549 ARE-Fluc cells, CellTiter-Fluor viability, 18-24 h | Potency, µM (series often up to 46 µM), for the others: top-dose activity change, negative = cytotoxicity, hits mostly inhibitors | 390,000 tested, 0.16% active; also: potency is read from the fitted curve at half-maximal effect; % is scaled to controls: 0 for no effect and ±100 for the full control effect
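Cytotoxicity counterscreen: CellTiter-Fluor fluorescence was measured in A549 ARE_Fluc cells after 18-24 h of compound exposure in a concentration series. The subsequent BugLite luminescent read reports ARE-luciferase activity.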
Nrf2 ARE act = qHTS of Nrf2 Activators; AREc32 ARE-luciferase reporter (MCF7-derived line), luminescence, 24 h; Potency, µM (top dose mostly 46.1 µM), without a hit: top-dose activation, most hits filed as activators; 410,000 tested, 0.31% active; AID 624171, 2012; also: potency is read from the fitted curve at half-maximal effect; % of control where 0% means no effect; nearly all actives have a fitted effect of over 65% in size
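ARE-driven firefly luciferase activity in AREc32 cells measured after a 24 hr compound exposure at 37 deg C, using Steady-Glo reagent and a 30 min room-temperature hold.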
MmCpn inh = Inhibitors of TCP-1 ring complex (TRiC) of Methanococcus maripaludis (MmCpn): qHTS; Chaperonin Mm-Cpn (Methanococcus maripaludis); purified Mm-Cpn ATPase, ADP Transcreener TR-FRET; Potency, µM (top dose mostly 76.9 µM), without a hit: top-dose activity, negative = inhibition, hits mostly inhibitors; 330,000 tested, 0.031% active; AID 504842, 2011; also: potency is read from the fitted curve at half-maximal effect; % is scaled to controls: 0 for no effect and ±100 for the full control effect; nearly all actives have a fitted effect of over 80% in size
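ATPase turnover read by TR-FRET ADP competition (Eu cryptate antibody/ADP-d2, 665/590 nm): 10uM ATP final, 25nM Mm-CPN final, 30 min 37degC after 10-min compound preincubation, pH 7.4 Tris/KCl/MgCl2/DTT buffer.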
pAkt inh = HTS Assay for Inhibitors of Akt Phophorylation: Primary Screen | Neuro2A IGF-stimulated pAkt S473 HTRF, 20 min; active compounds read low | activity change, % for hits at 50 µM | 360,000 tested, 0.32% active; in the data active = activity change below about -80%; inconclusive = mostly about -51% to -80%; also: % is scaled to controls: 0 for no effect and ±100 for the full control effect
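Neuro2A cells (4,500/well, DMEM with 0.5% FBS) were treated with compound at a single 50 µM final concentration, stimulated with 6 nM IGF for 20 min at 37 °C, and lysed. Phospho-Akt Ser473 was read by HTRF as 665/615 ratio ×10^4.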
The depositor's hits bear a star; & = joins results of further samples; [ ] = another dose, or the depositor's remark. Unless noted, calls follow the shape of the dose curve; as a rule, active = well fitted curve in the direction sought with a large enough effect; inconclusive = small, poorly fitted or top-dose-only effect, or another doubt; inactive = no such curve, though single readings can be large; an effect the other way counts as inactive or inconclusive.

`Cc1cc(=O)n(C(C)C(=O)N2CCCc3ccccc32)c2c1c(C)nn2-c1ccccc1` (stereo unspecified) gave Nrf2 block 18µM*, HepG2 viability 3%, Abeta yeast res -29%, TGFb inhibitor -15%, A549 tox inconclusive and Nrf2 ARE act 3.0%.
`O=C(CSc1ccccc1)NC1CCCCCCC1` gave Nrf2 block inconclusive, HepG2 viability -27%, Abeta yeast res -30%[inhibitor], CCT modulator 0.3, TGFb inhibitor -13%, A549 tox 14%, Nrf2 ARE act 2.0%, MmCpn inh 1% and pAkt inh inactive.
For CC1=C(C(=O)OCc2ccccc2)C(c2ccc([N+](=O)[O-])cc2)NC(=O)N1C (stereo unspecified) the results were Nrf2 block -15%, HepG2 viability -3%, Abeta yeast res -3%, CCT modulator 0.3, TGFb inhibitor -16%, A549 tox 1%, Nrf2 ARE act 4.8%, MmCpn inh -2% and pAkt inh inactive.
Screening NS(=O)(=O)c1ccc(CCNC(=O)c2ccc3nc(CCc4ccccc4)oc3c2)cc1 returned HepG2 viability 6%, Abeta yeast res -1%, TGFb inhibitor -1%, A549 tox 1% and Nrf2 ARE act 3.1%.
CCCc1cc(=O)oc2cc(C)c3c(-c4ccccc4)coc3c12 was read as Nrf2 block -5%, HepG2 viability -24%, Abeta yeast res 13%, TGFb inhibitor -1%, A549 tox inconclusive and Nrf2 ARE act -0.8%.
`CCOC(=O)c1c(C)n(C)c2c(C)cc(O)c(OC(=O)CC)c12` gave HepG2 viability 2%, Abeta yeast res 8%, CCT modulator 0.5, TGFb inhibitor 0%, A549 tox -2%, Nrf2 ARE act -0.6%, MmCpn inh -1% and pAkt inh inactive.
For Fc1cccc(-c2nnn3c2nc(NC2CCCCC2)c2ccccc23)c1 the results were Nrf2 block 4%, HepG2 viability -25%, Abeta yeast res -5%, TGFb inhibitor -56%, A549 tox 4% and Nrf2 ARE act 13%.
CC(C)CNC(=O)c1cccc(NC(=O)c2ccc3c(c2)C(=O)N(C)C3=O)c1 was read as Nrf2 block -7%, HepG2 viability -2%, Abeta yeast res -16%, CCT modulator -1.1, TGFb inhibitor -4%, A549 tox -1%, Nrf2 ARE act -0.7%, MmCpn inh -1% and pAkt inh inactive.
`Cn1c2ccccc2c2cc(/C=C(\NC(=O)c3ccccc3)C(=O)NCC(=O)O)ccc21` gave Nrf2 block 1%, HepG2 viability 27%, Abeta yeast res 0%, CCT modulator -11, TGFb inhibitor 25%, A549 tox 7%, Nrf2 ARE act -0.8%, MmCpn inh -1% and pAkt inh inactive.
For Cc1cccc(C)c1NC(=O)C(c1ccccc1)N1CCN(c2ccc(C(F)(F)F)cn2)CC1 (stereo unspecified) the results were HepG2 viability -9%, Abeta yeast res 4%, CCT modulator -1.2, TGFb inhibitor -25%, Nrf2 ARE act 5.6% and pAkt inh inactive.
For O=C(CSc1nnc(-c2ccc(F)cc2)c2ccccc12)Nc1cccc(Cl)c1 the results were Nrf2 block -30%, HepG2 viability -16%, Abeta yeast res 23%, CCT modulator -6.3, TGFb inhibitor -19%, A549 tox -15%, Nrf2 ARE act 2.4%, MmCpn inh inconclusive and pAkt inh inactive.
`CSc1ncccc1C(=O)N1CCCC(C(=O)c2cc(F)ccc2F)C1` (stereo unspecified) gave Nrf2 block 16%, HepG2 viability -3%, Abeta yeast res -1%, CCT modulator -4.3, TGFb inhibitor 3%, A549 tox 10%, Nrf2 ARE act 0.1%, MmCpn inh 1% and pAkt inh inactive.
For CC1Cc2ccccc2N1CC(=O)NC(=O)NCc1ccccc1 (stereo unspecified) the results were Nrf2 block -8%, HepG2 viability 2%, Abeta yeast res -4%, CCT modulator 1.0, TGFb inhibitor 4%, A549 tox 13%, Nrf2 ARE act -0.8%, MmCpn inh -1% and pAkt inh inactive.
CCc1ccc(NC(=O)CSc2nc(-c3cccc(OC)c3)nc3c2Cc2c(CO)cnc(C)c2O3)cc1 was read as Nrf2 block 10%, HepG2 viability -24%, Abeta yeast res -7%, TGFb inhibitor inconclusive, A549 tox 11% and Nrf2 ARE act -0.3%.
`CCOC1=C2[C@H](c3ccccc3)N(S(=O)(=O)c3ccc(C)cc3)C(C(C)(C)C)[C@H]2n2c(=O)n(-c3ccccc3)c(=O)n2C1` (stereo partly specified) gave HepG2 viability -5%, Abeta yeast res -2%, CCT modulator -1.6, TGFb inhibitor -11%, Nrf2 ARE act -0.5% and pAkt inh inactive.
`CC1(C)CC(NC(=O)c2ccc(Cl)cc2)CC(C)(C)N1` gave Nrf2 block 4%, HepG2 viability 7%, Abeta yeast res 3%, CCT modulator 0.9, TGFb inhibitor 0%, A549 tox 4%, Nrf2 ARE act -0.4%, MmCpn inh 0% and pAkt inh inactive.
COc1ccc(C(Nc2ccccn2)c2c(NC(=O)c3ccco3)sc(C)c2C)cc1OC (stereo unspecified) was read as Nrf2 block 2%, HepG2 viability 1%, Abeta yeast res 8%, CCT modulator -0.7, TGFb inhibitor -1%, A549 tox inconclusive, Nrf2 ARE act inconclusive, MmCpn inh -2% and pAkt inh inactive.
`CCOc1ccccc1Nc1ccc2cc(S(=O)(=O)N3CCCCC3)ccc2n1` gave Nrf2 block inconclusive, HepG2 viability -4%, Abeta yeast res 10%, TGFb inhibitor -15%, A549 tox -4% and Nrf2 ARE act 1.5%.
Cc1ccc(CSc2nc(=O)c3c(C)cc(C)nc3n2C2CC2)cc1 was read as HepG2 viability -37%, Abeta yeast res -33%, TGFb inhibitor inconclusive, A549 tox 18% and Nrf2 ARE act -2.3%.
`CCc1nc2nc(C)c(NS(=O)(=O)c3ccc(Cl)cc3)c(=O)n2[nH]1` gave Nrf2 block 0%, HepG2 viability -11%, Abeta yeast res -12%, CCT modulator 0.1, TGFb inhibitor -1%, A549 tox 2%, Nrf2 ARE act 3.8%, MmCpn inh -1% and pAkt inh inactive.
c1ccc(-c2ccc(OCCCNC3CCCC3)cc2)cc1 was read as Nrf2 block -1%, HepG2 viability -56%, Abeta yeast res -11%, CCT modulator -2.8, TGFb inhibitor inconclusive, A549 tox -26%, Nrf2 ARE act 8.6%, MmCpn inh 0% and pAkt inh inactive.
For Cc1c(N(C(=O)c2cc(=O)[nH]c3ccccc23)C(C)C)c(=O)n(-c2ccccc2)n1C the results were Nrf2 block 5%, HepG2 viability 1%, Abeta yeast res -4%, CCT modulator 3.2, TGFb inhibitor 14%, A549 tox -2%, Nrf2 ARE act -0.5%, MmCpn inh -1% and pAkt inh inactive.
Screening Cc1ccc(NC(=O)Nc2ccc(F)c(Cl)c2)cc1 returned Nrf2 block 26%, HepG2 viability -31%, Abeta yeast res 3%, CCT modulator 0.7, TGFb inhibitor -26%, A549 tox -2%, Nrf2 ARE act 0.6%, MmCpn inh 0% and pAkt inh inactive.
For Cc1cc(C)c(NC(=O)COc2ccccc2C(=O)Nc2ccc3c(c2)oc2ccccc23)c(C)c1 the results were Nrf2 block inconclusive, HepG2 viability -34%, Abeta yeast res -4%, CCT modulator -5.2, TGFb inhibitor 0%, A549 tox -18%, Nrf2 ARE act 0.5%, MmCpn inh 0% and pAkt inh inactive.
`Cn1nc(-c2ccc(C(=O)Nc3ccc(F)cc3)cc2)c2ccccc2c1=O` gave Nrf2 block 18µM*, HepG2 viability -12%&-16%, Abeta yeast res -11%&-12%, CCT modulator -1.9, TGFb inhibitor -30%&-25%, A549 tox -4%&-4%, Nrf2 ARE act 3.1%&-0.5%, MmCpn inh -1% and pAkt inh inactive.
Screening COc1ccccc1CN(C)C(=O)C1COc2ccccc2O1 (stereo unspecified) returned Nrf2 block -2%, HepG2 viability -17%, Abeta yeast res 10%, CCT modulator -4.1, TGFb inhibitor 1%, A549 tox -7%, Nrf2 ARE act -0.5%, MmCpn inh -1% and pAkt inh inactive.

3 compounds from above, sorted by molecular weight, smallest number first:
Screening Cc1ccc(NC(=O)Nc2ccc(F)c(Cl)c2)cc1 returned Nrf2 block 26%, HepG2 viability -31%, Abeta yeast res 3%, CCT modulator 0.7, TGFb inhibitor -26%, A549 tox -2%, Nrf2 ARE act 0.6%, MmCpn inh 0% and pAkt inh inactive.
Screening COc1ccccc1CN(C)C(=O)C1COc2ccccc2O1 (stereo unspecified) returned Nrf2 block -2%, HepG2 viability -17%, Abeta yeast res 10%, CCT modulator -4.1, TGFb inhibitor 1%, A549 tox -7%, Nrf2 ARE act -0.5%, MmCpn inh -1% and pAkt inh inactive.
For Cc1c(N(C(=O)c2cc(=O)[nH]c3ccccc23)C(C)C)c(=O)n(-c2ccccc2)n1C the results were Nrf2 block 5%, HepG2 viability 1%, Abeta yeast res -4%, CCT modulator 3.2, TGFb inhibitor 14%, A549 tox -2%, Nrf2 ARE act -0.5%, MmCpn inh -1% and pAkt inh inactive.

Grouped by structure, the compounds so far containing an NH in an aromatic ring (2)
`CCc1nc2nc(C)c(NS(=O)(=O)c3ccc(Cl)cc3)c(=O)n2[nH]1` gave Nrf2 block 0%, HepG2 viability -11%, Abeta yeast res -12%, CCT modulator 0.1, TGFb inhibitor -1%, A549 tox 2%, Nrf2 ARE act 3.8%, MmCpn inh -1% and pAkt inh inactive.
For Cc1c(N(C(=O)c2cc(=O)[nH]c3ccccc23)C(C)C)c(=O)n(-c2ccccc2)n1C the results were Nrf2 block 5%, HepG2 viability 1%, Abeta yeast res -4%, CCT modulator 3.2, TGFb inhibitor 14%, A549 tox -2%, Nrf2 ARE act -0.5%, MmCpn inh -1% and pAkt inh inactive.

Source: PubChem
